High-throughput results: PubChem, Sanford-Burnham Center for Chemical Genomics
STEP inh – STEP phosphatase inhibitors, primary screen, biochemical, fluorescence intensity, uHTS | Tyrosine-protein phosphatase non-receptor type 5 (Homo sapiens), P54829 | recombinant STEP, OMFP fluorogenic substrate | inhibition, % at 20 µM | hit rate 0.25% among 360,000 | AID 588621, 2011;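 active = inhibition at 20 µM, scaled per plate between control wells, above about 37%, limit read from the data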;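 note: 0% = DMSO with enzyme and substrate and 100% = substrate only without enzyme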
Target sequence (P54829 whole entry, looked up): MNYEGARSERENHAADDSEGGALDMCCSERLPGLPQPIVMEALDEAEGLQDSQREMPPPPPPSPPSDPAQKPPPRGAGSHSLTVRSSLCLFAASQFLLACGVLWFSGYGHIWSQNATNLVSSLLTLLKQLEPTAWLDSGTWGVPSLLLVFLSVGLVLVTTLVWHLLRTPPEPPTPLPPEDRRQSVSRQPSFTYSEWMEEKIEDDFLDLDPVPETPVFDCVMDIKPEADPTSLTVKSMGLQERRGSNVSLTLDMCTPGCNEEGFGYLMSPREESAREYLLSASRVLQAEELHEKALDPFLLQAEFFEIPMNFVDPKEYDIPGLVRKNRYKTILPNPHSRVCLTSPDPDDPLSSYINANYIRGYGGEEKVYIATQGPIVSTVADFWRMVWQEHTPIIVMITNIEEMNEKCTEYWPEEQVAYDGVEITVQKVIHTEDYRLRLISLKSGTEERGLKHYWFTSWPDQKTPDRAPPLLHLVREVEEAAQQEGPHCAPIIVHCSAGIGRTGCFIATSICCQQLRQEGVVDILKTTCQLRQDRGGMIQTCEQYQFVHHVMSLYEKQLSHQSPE
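System: STEP phosphatase, cell-free reaction; Buffer or medium: Bis-Tris pH 6.0 buffer with DTT, detergent; Incubation: 20 min at room temperature, dark; Measured by: fluorescence, 480/540 nm.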
Scp1 inh – Scp-1 phosphatase inhibitors, primary screen, biochemical, colorimetric, uHTS; hit rate 0.88% among 340,000; Recombinant Scp1, phosphopeptide, malachite green phosphate absorbance; Carboxy-terminal domain RNA polymerase II polypeptide A small phosphatase 1 (Homo …; inhibition, % at 20 µM;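 active = inhibition above about 50% at 20 µM, limit read from the data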;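 note: plate controls were DMSO wells with enzyme for no effect and wells lacking enzyme for full effect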
Target sequence (Q9GZU7 76-261 limits assumed): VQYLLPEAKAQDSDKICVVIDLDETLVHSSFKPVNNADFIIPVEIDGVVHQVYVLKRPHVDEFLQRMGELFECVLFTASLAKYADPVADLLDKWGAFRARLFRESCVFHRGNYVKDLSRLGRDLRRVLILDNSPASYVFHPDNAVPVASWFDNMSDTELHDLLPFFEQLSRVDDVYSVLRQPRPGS
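Material – SCP-1 phosphatase catalytic domain, residues 76-261 · Buffer or medium – Acidic Tris acetate buffer with magnesium and detergent · Also added – Phospho 17-mer peptide substrate · Compound – single 20 µM dose, 1% DMSO · Times – 45 min room-temperature reaction, 5 min colour, 30 min stabiliser · Technique – Phosphate-binding colour reagent, absorbance read at 630 nm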
NRP1-CendR mod – modulators of CendR peptide binding to NRP-1, primary screen, biochemical, fluorescence polarization, uHTS. Neuropilin-1 (Homo sapiens), O14786. FAM-RPARPAR peptide binding to NRP-1. inhibition, % at 25 µM. hit rate 0.85% among 360,000;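 active = inhibition or corrected inhibition above about 18%, plus a signal ratio from 0.5 to 1.5, limit read from the data, passing the limit was not always enough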; note: strong numbers were not always called active
SKN-1 block – suppressors of acrylamide-induced Pgst-4::GFP reporter in worms, primary screen, SKN-1 inhibitor project, whole organism, uHTS, GFP/RFP fluorescence ratio, strain VP596. hit rate 0.49% among 360,000. C. elegans VP596 Pgst-4::GFP/RFP ratio, 24 h. inhibition, % at 21.8 µM;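 active = interference check ratio from 0.5 to 1.5 plus GFP to RFP signal ratio inhibition reaching or exceeding a fixed threshold, cut at about 30% in these data, passing the limit was not always enough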; note: some compounds called inactive have numbers as strong as hits
NadD inh – inhibitors of S. aureus NadD, primary screen, biochemical, colorimetric, uHTS; hit rate 0.78% among 360,000; AID 602399, 2012; purified NadD enzyme, colorimetric absorbance read-out; inhibition, % at 20 µM; in the data active = inhibition above about 26%; note: some compounds past the cut are filed as inactive
LMPTP block – LMPTP phosphatase inhibitors, primary screen, biochemical, fluorescence intensity, uHTS | Low molecular weight phosphotyrosine protein phosphatase (Homo sapiens), P24666 | AID 651560, 2012 | inhibition, % at 20 µM | hit rate 0.22% among 360,000 | recombinant LMPTP-A, OMFP fluorogenic substrate;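 active = compounds that cut the enzyme signal by at least half of the control window in the single-dose screen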;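 note: plate controls were DMSO wells with enzyme plus substrate for no effect and substrate without enzyme for full effect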
Target sequence (P24666 whole entry, looked up): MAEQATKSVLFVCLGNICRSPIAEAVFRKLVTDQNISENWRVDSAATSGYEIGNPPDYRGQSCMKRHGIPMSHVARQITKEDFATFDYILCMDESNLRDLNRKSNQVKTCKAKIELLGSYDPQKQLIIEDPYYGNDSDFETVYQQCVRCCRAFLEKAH
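Test system: LMPTP-A phosphatase enzyme. Amount: LMPTP-A at 0.625 nM final in the reaction. Reagent: OMFP substrate, 400 µM final. Times: 50 min at room temperature. Signal: endpoint fluorescence intensity from OMFP dephosphorylation. Read-out basis: % inhibition. Benchmarks: no-enzyme and uninhibited controls.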
DNMT1 inh – human DNMT1 methyltransferase inhibitors, primary screen, biochemical, molecular beacon, fluorescence, HinP1I cleavage, uHTS | inhibition (reported as % activation of signal), % at 10 µM | hit rate 0.83% among 360,000; in the data active = inhibition above about 50%
Rpn11 inh – Rpn11 (PSMD14) deubiquitinase inhibitors, primary screen, biochemical, fluorescence polarization, uHTS; 26S proteasome non-ATPase regulatory subunit 14 (Homo sapiens), O00487; human 26S proteasome, Ub4-pepOG fluorescence polarization; 20S core pre-blocked with epoxomicin; calls only at 20 µM; hit rate 0.59% among 360,000;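 active = inhibition at 20 µM, scaled to each plate's controls, above about 33%, limit read from the data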
MT1-MMP act inh – blockers of MT1-MMP proenzyme processing, primary screen, HT1080 RFP-PRO-GFP cells, GFP/RFP fluorescence | Matrix metalloproteinase-14 (Homo sapiens), P50281 | hit rate 0.061% among 360,000 | GFP/RFP ratio fluorescence, overnight; percent of plate control window, DMSO zero | GFP/RFP ratio change, % at 20 µM;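 active = GFP/RFP ratio change of at least 30% with cell ATP level not reduced by more than half and red fluorescence within 50% of control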; note: strong numbers were not always called active
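Compound: 20 µM single dose, 1% DMSO / System: HT1080 RFP-PRO-GFP cells / Controls: DMSO and RFP-L50D-GFP cell wells / Read-out basis: GFP/RFP fluorescence ratio / Schedule: overnight compound exposure at 37 °C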
SUMO1 PPI mod – modulators of SUMO1 protein-protein interactions, primary screen, biochemical, uHTS; Small ubiquitin-related modifier 1 (Homo sapiens), P63165; SUMO1 binding to a labelled peptide, TR-FRET, 1 h; inhibition, % at 20 µM; hit rate 0.33% among 360,000; in the data active = inhibition above about 37%
Target sequence (P63165 whole entry, looked up): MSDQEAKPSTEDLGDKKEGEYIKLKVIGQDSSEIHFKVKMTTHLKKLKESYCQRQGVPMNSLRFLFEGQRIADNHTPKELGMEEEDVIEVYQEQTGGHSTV
* = called active by the depositor; i = inactive; x = no result given.

#	molecule	STEP inh	Scp1 inh	NRP1-CendR mod	SKN-1 block	NadD inh	LMPTP block	DNMT1 inh	Rpn11 inh	MT1-MMP act inh	SUMO1 PPI mod
1	CCc1ccc2c(CC(=O)Nc3cccc(S(=O)(=O)N4CCOCC4)c3)coc2c1	-1	-11	-7	-9	-8	1.6	-3	i	6	-3
2	O=C(O)c1ccc(Nc2nc(-c3ccccc3)nc3ccccc23)cc1	-1	-10	-7	16	0	19	2	i	-2	17
3	COC(=O)CSc1nc2c(c(C3CC=CCC3)c1C#N)CCC2 (stereo not given)	-1	0	12	15	-1	1.4	-1	i	-3	1
4	CCOC(=O)CNC(=O)COc1coc(CN2CCN(c3ccccc3F)CC2)cc1=O	0	-4	21	2	6	-1.6	2	i	2	1
5	COC(=O)CCCC(=O)NC(C)c1cnn(-c2ccccc2C)c1C (stereo not given)	2	-4	14	1	-7	-0.9	0	i	-1	0
6	CSCCC(NC(=O)c1ccccc1Cl)C(=O)NCC1COc2ccccc2O1 (stereo not given)	-4	-7	-3	-2	-8	-1.1	1	i	-8	-2
7	N=C1/C(=C/c2ccc(OCc3ccccc3F)cc2)C(=O)N=C2SC(CC(=O)N3CCOCC3)=NN12	2	6	-67	1	33*	0.0	2	i	-5	-6
8	O=c1[nH]oc(O)c1-c1ncc(C(F)(F)F)cc1Cl	2	-10	-9	4	2	-1.2	-1	i	-3	3
9	CCn1c2ccc(C)cc2c2nnc(SCCN3CCOCC3)nc21	1	-6	-6	6	2	3.0	0	i	-2	-10
10	COc1ccc(OC)c(NS(=O)(=O)c2ccc(NC(C)=O)cc2)c1	-3	-7	9	8	-4	-0.8	-3	i	3	2
11	CCC(=O)Nc1cccc(NC(=S)NC(=O)c2ccccc2Cl)c1	3	-5	-3	11	-3	-0.5	-1	i	7	1
12	COC(=O)CC1COc2ccccc2N1C(=O)c1cccc(C(F)(F)F)c1 (stereo not given)	-4	-3	-5	-13	0	-1.0	1	i	3	0
13	Cc1ccc(-n2ncc3c2CC(C)(C)CC3NC(=O)CCCN2CCCC2=O)cc1 (stereo not given)	0	-3	6	9	4	-0.7	-4	i	0	5
14	CCn1c(SCC(=O)N2CCCCCC2)nc2c([nH]c3ccccc32)c1=O	0	-5	0	26	-2	-1.0	14	i	-3	0
15	C=CC(=O)N1c2ccccc2Sc2ccc(NC(=O)OCC)cc21	-1	0	13	4	4	1.6	5	i	-16	5
16	CC1CCCCC1NC(=O)C1CCC(CNS(=O)(=O)c2ccc(F)cc2)CC1 (stereo not given)	-1	-5	-6	-12	-3	-0.9	2	i	-1	6
17	CC(C)n1c(=O)[nH]c2ccccc21	-3	-11	4	3	-1	-1.2	-2	i	1	-1
18	COc1cccc(C(=O)NCC(=O)NCc2cc(=O)n(C)c(=O)n2C)c1OC	-1	-8	-3	2	-7	-0.7	-3	i	2	-4
19	CCn1c(SCC(=O)N2CCOCC2)nc2c([nH]c3ccccc32)c1=O	-2	-5	9	-11	-3	1.4	4	i	0	-5
20	COc1ccc([C@H]2CC(=O)C=C(c3ccc(F)cc3OCc3ccccc3)C2)cc1	2	-11	2	6	-12	3.9	3	i	5	4
21	Cc1c(N2C(=O)/C(=C\c3ccc(N(C)C)cc3)N(C)C2=S)c(=O)n(-c2ccccc2)n1C	9	-8	-211	64*	2	21	-11	x	-68	-96
22	Cc1ccc(-c2noc(CNC(=O)c3ccoc3C)n2)cc1	0	-6	-12	21	7	0.3	-1	i	2	1
23	COc1ccc([N+](=O)[O-])cc1N(CC(=O)NCCSc1ccc(C)cc1)S(C)(=O)=O	-1	-9	-1	2	0	-0.2	-2	i	2	-10
24	COc1cc(C2C(C#N)=C(C)NC(C)=C2C#N)cc(OC)c1OC	0	1	4	1	7	-0.6	0	i	-1	1

Given in transposed form: entries from further up.
#19 CCn1c(SCC(=O)N2CCOCC2)nc2c([nH]c3ccccc32)c1=O
#21 Cc1c(N2C(=O)/C(=C\c3ccc(N(C)C)cc3)N(C)C2=S)c(=O)n(-c2ccccc2)n1C
#15 C=CC(=O)N1c2ccccc2Sc2ccc(NC(=O)OCC)cc21
Compound	19	21	15
STEP inh	-2	9	-1
Scp1 inh	-5	-8	0
NRP1-CendR mod	9	-211	13
SKN-1 block	-11	64*	4
NadD inh	-3	2	4
LMPTP block	1.4	21	1.6
DNMT1 inh	4	-11	5
Rpn11 inh	i	x	i
MT1-MMP act inh	0	-68	-16
SUMO1 PPI mod	-5	-96	5

The list goes on.
#	molecule	STEP inh	Scp1 inh	NRP1-CendR mod	SKN-1 block	NadD inh	LMPTP block	DNMT1 inh	Rpn11 inh	MT1-MMP act inh	SUMO1 PPI mod
25	COc1ccccc1CCN=C(N)NS(=O)(=O)c1cccs1	-3	-3	1	0	9	-0.8	2	i	0	-1
26	O=C(CSc1nnc(CNC(=O)c2c(F)cccc2F)o1)c1ccc(Cl)cc1	0	x	1	5	0	-1.4	-1	i	1	3
27	O=[N+]([O-])c1cc(CN2CCCC2)c2cccnc2c1O	9	35	1	7	74*	74*	-9	i	7	1
28	O=C(Oc1ccccc1)N1CCN(C(=O)c2ccco2)CC1	-6	1	1	-11	-5	-3.0	6	i	-2	3
29	Cc1cccc(NC(=O)CSCC(=O)Nc2ccc(S(=O)(=O)N3CCCCC3)cc2)c1	3	-11	11	-8	0	-0.6	-2	i	9	3
30	O=C(/C=C/c1cccc([N+](=O)[O-])c1)Nc1cc(C(=O)O)cc(C(=O)O)c1	0	-7	-10	2	-6	-2.0	-1	i	1	-12
31	CCCCCCN1C[C@@H](O)[C@H](n2cc(-c3ccc(F)cc3)nn2)C[C@@H]1c1ccc(C)cc1	2	x	0	17	6	0.7	-6	i	-7	3
32	COc1ccc(CCn2nnnc2C(CC(C)C)N2CCN(c3ncccn3)CC2)cc1OC (stereo not given)	-1	0	10	3	-5	-1.6	-5	i	0	-1
33	COc1cc(C(=O)OCC(=O)N2CCC(Cc3ccccc3)CC2)cc(OC)c1OC	2	17	5	3	-2	0.4	0	i	-2	8
34	CCN(CC)C(=O)C1=C(C)N(CCCN2CCCC2=O)C(=O)C(CC(=O)NCc2ccco2)C1 (stereo not given)	0	x	-8	10	6	0.6	10	i	-1	2
35	COc1ccc(NC(=O)C(c2ccncc2)n2c(=O)c(-c3cc4ccccc4[nH]3)nc3ccccc32)cc1 (stereo not given)	x	x	-4	18	x	2.7	x	x	-8	-20
36	NC(=O)c1c(N)[nH]c(C(=O)c2ccccc2)c1-c1ccccc1Br	x	x	10	8	-6	2.3	x	x	1	-14
37	O=c1[nH]c2ccc(S(=O)(=O)N3CCCCC3)cc2[nH]c1=O	2	-5	-1	-13	6	-1.5	2	i	1	-2
38	O=C(O)COc1ccc(S(=O)(=O)NCCc2ccccc2)cc1	1	-7	2	-7	6	-1.4	-2	i	-3	-2
39	CO/N=C/CC(=O)c1cnc(-c2ccc(Cl)cc2)s1	-1	-3	26*	-2	9	0.1	-10	i	-8	-15
40	CC(NC(=O)CCNS(=O)(=O)c1cccc2nsnc12)c1ccccc1 (stereo not given)	1	-3	2	-1	-2	-0.9	0	i	4	-41
41	CCCC(C)NC(=O)c1c2c(nc3ccccc13)CCC2 (stereo not given)	0	21	-4	-3	5	-0.5	29	i	5	12
42	COC(=O)C1CC(O)CN1C(=O)c1ccco1 (stereo not given)	0	-13	-7	13	-2	-0.7	8	i	-1	0
43	O=C(CN1CCN(c2ccccc2)CC1)Nc1ccc2c(c1)OCCO2	0	-5	1	7	-8	-1.2	1	i	0	2
44	COc1ccccc1CNc1nc(NCc2ccccc2OC)c2sccc2n1	1	x	-24	-1	8	23	-12	i	5	-6
45	Cc1cc(-c2ccc(S(=O)(=O)N3CCN(c4ccccc4F)CC3)s2)on1	-1	-3	12	5	-7	-0.3	3	i	0	3
46	COc1ccc(OC)c2c1sc(=NC(=O)C(C)C)n2C	5	-12	4	-9	-2	2.1	2	i	3	-26
47	CCN(CC)CCC(O)(c1ccc2c(c1)OCO2)c1cc(OC)c(OC)c(OC)c1 (stereo not given)	-1	-2	5	-5	0	-3.0	1	i	5	-1
48	O=C(O)c1ccccc1Nc1cc(Cl)c2nonc2c1[N+](=O)[O-]	1	-6	1	22	-1	0.0	-2	i	5	-13
49	CC1(C)CC(=O)C(C(c2ccncc2)C2C(=O)CC(C)(C)CC2=O)C(=O)C1	5	-5	11	9	4	-1.2	0	i	5	-8
50	CN(c1ccccc1)S(=O)(=O)c1ccc(Cl)c(C(=O)OCC(=O)N2CCOCC2)c1	-2	-10	-2	8	-8	-1.1	-1	i	-1	-1
51	O=C1O[C@@H](c2ccccc2)C[C@@H](O)[C@H](O)CCc2ccccc21	x	x	-3	-1	-2	-1.2	x	x	5	2
52	Cc1ccccc1-c1noc(C23CC4CC(CC(C4)C2)C3)n1	2	-11	-14	-1	-2	1.6	3	i	0	0
53	Cc1noc(C)c1Cc1ccc(O)cc1	-4	-5	3	7	-2	-2.8	-7	i	8	2
54	CC(=O)Nc1ccccc1OCC(=O)NC1CCCCC1C (stereo not given)	-2	-6	12	-9	-9	-0.1	7	i	-1	-2
55	S=c1[nH]nc(Nc2ccccc2Cl)s1	-3	-2	-1	-2	15	1.1	3	i	3	1
56	N#C/C(=C\c1ccc(O)c([N+](=O)[O-])c1)C(=O)NCc1ccccc1	0	-9	-7	-3	-2	-3.1	0	i	2	-38
57	CCOc1ncccc1C(=O)Nc1cc2c(cc1Br)OCCO2	2	-9	6	2	-14	2.5	-4	i	1	8
58	CC(Nc1cc(=O)n(C)c(=O)n1C)c1ccccc1 (stereo not given)	-4	-2	1	-7	7	1.7	4	i	5	-1
59	CSc1ccc(CSCC(=O)N2CCN(S(=O)(=O)c3ccc(C)cc3C)CC2)cc1	14	-10	2	-1	1	4.0	-7	i	-7	9
60	CC(=O)NC12CC3CC(C1)CC(C(=O)N(C)Cc1cccc(Cl)c1Cl)(C3)C2	-1	-12	1	10	-5	-0.8	1	i	0	5
